CDK5 inh: CDK5/p35 (human) kinase inhibition; Recombinant CDK5/p35, ADP-Glo luminescence, 60 min; AID 488839; inhibition, % at 10 µM; 330,000 tested, 0.01% active;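 active = highest replicate inhibition of at least 50% and at least 75% of replicates reaching 50%; inconclusive = only one of the two criteria met; inactive = both criteria failed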;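 note: plate controls were DMSO neutral control for no effect and GW8510 at 10 µM for full effect; many of its hits are not listed in these tables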
Target sequence (Q00535 whole entry, looked up): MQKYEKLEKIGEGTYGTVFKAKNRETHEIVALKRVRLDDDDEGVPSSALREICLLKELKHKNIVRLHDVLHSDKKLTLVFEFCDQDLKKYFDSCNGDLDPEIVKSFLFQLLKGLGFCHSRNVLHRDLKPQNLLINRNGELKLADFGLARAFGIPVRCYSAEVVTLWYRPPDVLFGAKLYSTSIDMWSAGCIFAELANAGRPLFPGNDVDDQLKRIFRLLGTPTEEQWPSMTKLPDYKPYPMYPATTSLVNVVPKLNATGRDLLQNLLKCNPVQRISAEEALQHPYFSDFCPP
Target sequence (Q15078 whole entry, looked up): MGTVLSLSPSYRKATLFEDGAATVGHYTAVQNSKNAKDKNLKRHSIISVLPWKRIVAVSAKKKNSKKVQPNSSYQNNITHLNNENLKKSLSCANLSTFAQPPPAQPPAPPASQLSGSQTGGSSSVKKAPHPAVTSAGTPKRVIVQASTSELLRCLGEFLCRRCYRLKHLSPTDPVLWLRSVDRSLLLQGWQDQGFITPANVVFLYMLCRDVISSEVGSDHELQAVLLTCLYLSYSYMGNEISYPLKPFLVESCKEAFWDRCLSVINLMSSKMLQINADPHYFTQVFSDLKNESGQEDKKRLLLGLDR
Rtt109 HAT inh: inhibitors of Candida albicans Rtt109/Vps75 histone acetyltransferase; Q5AAJ8; purified Rtt109/Vps75, ThioGlo CoA-SH fluorescence, 4 h; inhibition, % at 34.9 µM; 330,000 tested, 0.16% active; AID 540336;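 active = inhibition of at least 50% in every replicate; inconclusive = best replicate reaches 50% inhibition but some replicates fall short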
RTF Ca sens inh: cardiac RTF calcium desensitization. P19429+P45379. IANBD-labeled cardiac RTF, Ca2+ fluorescence. inhibition, % at 7.15 µM. 340,000 tested, 0.12% active. AID 493244;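 active = inhibition above the mean inhibition of all tested compounds plus 3 SD, cut at about 17% in these data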;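 note: assay run at fixed EC70 calcium of 1.6 mM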
PfHsp90 yeast 2: growth inhibition of yeast expressing Plasmodium Hsp90; AID 504621; inhibition, % at 9.4 µM; 310,000 tested, 0.32% active; S. cerevisiae expressing PfHsp90, BacTiter-Glo ATP, 48 h; yeast lacking PDR1 and PDR3 efflux regulators;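 active = every replicate shows inhibition above about 80%, whatever the replicate mean, limit read from the data; inconclusive = mean inhibition reaches the set limit but some replicate falls short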;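 note: 0% = DMSO neutral controls and 100% = 20 µM radicicol positive controls; yeast relying on Plasmodium falciparum Hsp90 in place of its own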
NSD2 inh: blocks human histone methyltransferase NSD2 | NSD2 peptide methylation, AlphaScreen, 120 min | inhibition, % at 12.5 µM | 310,000 tested, 0.54% active | AID 743445; in the data active = inhibition above about 50%
SUMO Mot1 rescue: inhibitors of SUMOylation pathway: yeast Mot1-301 growth rescue. S. cerevisiae Mot1-301 growth rescue, ATP luminescence, 38.5C; percent above DMSO median, 100 means doubled. growth rescue, % at 18.8 µM. 320,000 tested, 1% active. AID 2716;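 active = every valid replicate shows activation above 250% relative to neutral control wells; inactive = the rest, any valid replicate at or below 250%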;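 note: OY570 slx delta 5 strain wells were the positive control but not used for scaling; some compounds called inactive have numbers as strong as hits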
dFosB activator: mouse delta FosB homodimer activation. P13346. purified delta FosB, TAMRA-CDK5 oligo fluorescence polarization; percent of positive-control signal above neutral wells. 340,000 tested, 0.99% active. activation, % at 25 µM;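 active = mean activation above about 17%, with every replicate also reaching it, limit read from the data, passing the limit was not always enough; inconclusive = only one of the two conditions met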;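 note: fluorescence polarization rise as delta FosB binds a TAMRA Cdk5 AP-1 oligo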
Target sequence (P13346 whole entry, looked up): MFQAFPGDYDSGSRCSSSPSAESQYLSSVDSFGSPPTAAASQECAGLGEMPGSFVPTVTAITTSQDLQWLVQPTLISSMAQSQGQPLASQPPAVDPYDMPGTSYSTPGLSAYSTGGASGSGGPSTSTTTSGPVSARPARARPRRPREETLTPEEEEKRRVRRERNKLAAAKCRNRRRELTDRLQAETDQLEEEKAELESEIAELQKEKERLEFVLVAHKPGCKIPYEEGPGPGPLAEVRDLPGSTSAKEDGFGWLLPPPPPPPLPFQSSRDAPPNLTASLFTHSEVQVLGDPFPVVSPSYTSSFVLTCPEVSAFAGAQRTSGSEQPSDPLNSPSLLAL
C-LANA FP: blocks KSHV LANA C-terminal domain binding to DNA; MBP-C-LANA/FAM-LBS DNA binding, fluorescence polarization; inhibition, % at 9 µM; 340,000 tested, 0.078% active;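 active = highest replicate inhibition at or above 60% at 9 µM, even if other replicates fall short; inactive = all replicates below 60% inhibition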;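 note: 0% = neutral control wells and 100% = 4 µM acridine orange control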
RTF Ca sens act: cardiac RTF calcium sensitization. activation, % at 7.2 µM. 340,000 tested, 0.24% active. IANBD-labeled TnC RTF fluorescence at EC20 calcium; 0% EC20 calcium, 100% full calcium;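 active = activation above the mean over all tested compounds plus 3 SD, cut at about 30% in these data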;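 note: rise in fluorescence read as greater calcium sensitivity of cardiac thin filaments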
Keap1 Nrf2 FP: Keap1-Nrf2 (human) interaction inhibition; Q14145; Keap1 Kelch-Nrf2 peptide fluorescence polarization, 1536-well; inhibition, % at 9.4 µM; 340,000 tested, 0.15% active; in the data active = inhibition above about 12%; inconclusive = no clear call, values can overlap the other calls; inactive = below about 7.3%;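 note: human Keap1 Kelch domain with fluorescein labeled Nrf2 9mer peptide probe; 0% = neutral control wells and 100% = peptide positive control; higher means more block of Keap1 binding to Nrf2 peptide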
PvdQ acylase: blocks Pseudomonas aeruginosa PvdQ acylase activity | inhibition, % at 10 µM | AID 488965 | 340,000 tested, 0.063% active | purified PvdQ acylase, fluorescence plate reader; in the data active = inhibition above about 30%, passing the limit was not always enough; inconclusive = no clear call, values can overlap the other calls;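 note: 0% = vehicle neutral wells and 100% = reference inhibitor wells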
Active calls of the source: *; ? = inconclusive; . = not tested or not shown. The order is random, and some 3.2% of all compounds hit somewhere here.

molecule	NSD2 inh	RTF Ca sens inh	PvdQ acylase	SUMO Mot1 rescue	Keap1 Nrf2 FP	CDK5 inh	RTF Ca sens act	C-LANA FP	PfHsp90 yeast 2	dFosB activator	Rtt109 HAT inh
COc1ccc([N+](=O)[O-])cc1NC(C)C	1	-11	-15	-11	1	-0.4	-2	0.2	-13	1	0
Cc1ccc(NC(=O)Cn2nc(C(=O)O)c3ccccc3c2=O)cc1S(=O)(=O)N1CCCCC1	.	-6	-9	4	3	-1.1	-2	-2.0	3	8	-13
Cn1c(=O)c2[nH]c(CN(Cc3ccccc3)Cc3ccccc3)nc2n(C)c1=O	1	2	-1	-5	0	-3.5	-5	-0.8	7	-12	-8
O=c1cc(-c2ccccc2)nc(N2CCN(Cc3ccccc3)CC2)[nH]1	0	2	-1	479*	0	-0.1	-3	0.3	5	-12	12
CN(C)c1ccc(-n2cccc2/C=N/n2cnnc2)cc1	3	1	-5	2	0	1.0	2	0.6	15	-1	1
CCOC(=O)c1cccc(NC(=O)CSc2nnc(C)n2CC2CCCO2)c1 (stereo not given)	0	-3	4	-8	-1	0.2	-5	-1.8	10	0	-5
O=C(NCCCn1ccnc1)C(=O)NCC1OCCCN1S(=O)(=O)c1ccccc1 (stereo not given)	-4	-4	5	-1	3	0.1	4	0.1	14	4	-5
CCc1nnc(NC(=O)c2ccc(-c3ccccc3Cl)o2)s1	0	-10	-12	1	-4	-1.6	0	0.2	.	-9	.
CCOC(=O)N1CCN(S(=O)(=O)c2cc(Cl)ccc2Cl)CC1	-3	-2	-3	6	-3	-0.3	-7	-2.3	31	-3	-11
CC(C)NC(=O)Nc1ccc2c(c1)C(=O)N([C@H](C)CO)C[C@H](C)[C@@H](CN(C)C(=O)Nc1ccc3c(c1)OCO3)O2	.	-3	-9	-14	-1	1.6	-7	-1.7	-17	-3	-7
O=C(CNC(=O)c1cccs1)NCC(=O)OCC(=O)c1ccccc1	-1	0	1	389	0	-2.3	0	-0.2	-9	0	3
COc1ccc(CNS(=O)(=O)c2ccc(-c3cc(C)no3)cc2)cc1	-7	-2	-22	5	-5	-10	6	-0.4	-3	-2	1
CCn1c(SCC(=O)Nc2sc(C)c(C)c2C#N)nnc1C1CC1	2	-5	-6	67	-2	0.7	4	-0.4	-9	4	0
O=C(c1ccco1)N1CCCSC1=Nc1ccccc1	1	-9	-12	1	-3	-1.7	6	-0.6	-5	3	-7
COc1ccc(Br)cc1/C=N/Nc1ccc(S(=O)(=O)Nc2ccccc2C(=O)O)cc1[N+](=O)[O-]	3	11	7	.	-1	-0.9	-16	0.1	.	-33	34
COc1cccc(NC(=O)Nc2cc(C)ccc2OC)c1	-1	-16	-8	4	-1	-0.4	-2	0.5	-10	0	0
Cn1c(-c2ccc3ccccc3n2)nc2cnccc21	-1	-21	-16	6	-1	0.8	-2	0.7	12	-37	-22
O=C(Cn1ncc2c([nH]c3ccccc32)c1=O)N1CCN(c2ccccc2F)CC1	1	-2	8	-8	0	-0.6	-6	0.7	-9	1	-4
CC(C)CC(NC(N)=O)C(=O)OCC(=O)NC(=O)NC1CCCC1 (stereo not given)	-6	-15	5	237	-3	-0.1	-2	-0.5	26	2	16
CC(=O)c1ccc(S(=O)(=O)NC2CCCCCCC2)cc1	6	-6	-9	26	-1	-2.0	-2	0.8	-52	-2	-3
CCOC(=O)N1CCN(C(=O)C(=O)Nc2ccc3nc4n(c(=O)c3c2)CCCCC4)CC1	.	-4	9	-8	0	0.5	8	-0.5	-17	-4	9
COC(=O)C(C(=O)OC)C(C)C(C(=O)OC)C(=O)OC	2	5	0	-20	-6	-1.4	8	1.2	-5	-2	2
COc1ccc(-c2ccncc2)cc1OC	.	2	-11	10	-2	-0.9	4	-2.3	-4	1	-12
COC(=O)c1nn(-c2ccccc2)ccc1=O	0	-4	-6	14	-4	-0.7	3	-0.4	35	4	0
CCN(Cc1ccccc1)C(=O)CCS(=O)(=O)c1cc2c(cc1Cl)NC(=O)CO2	.	-4	-9	0	-7	-1.0	5	0.8	41	-7	-2
O=C(OCc1ccccc1)c1cccc(-c2nnc(-c3ccccc3)o2)c1	1	-2	1	-3	3	0.4	-2	1.5	-5	-23	4
Cn1nc(SCc2ccccc2)c(=O)n(C(c2ccccc2)c2ccccc2)c1=O	-3	-8	-6	.	0	1.1	-3	-7.4	-15	-12	1
CCOc1cc(C(=O)NCc2ccc(-c3nc4ccccc4o3)cc2)cc(OCC)c1OCC	-1	0	1	77	2	5.5	5	-1.6	.	2	-2
O=C(Cn1c(-c2cncs2)nc2ccccc21)NCc1ccccc1	-1	3	18	3	-2	1.2	-1	0.7	.	-6	15
O=C(CSc1ncn[nH]1)Nc1ccc2c(c1)OCCO2	9	0	-33	3	2	-0.2	0	-1.2	7	-3	0
O=C(Nc1ncc2c(n1)CC(c1ccco1)CC2=O)c1ccc(Cl)cc1 (stereo not given)	1	13	-3	11	-4	-2.4	1	-0.6	-13	-9	2
CC(C)=CCN1CCN(Cc2ccc(N3CCNC3=O)cc2)CC1CCO (stereo not given)	-1	-19	-8	3	-2	-3.4	5	0.2	13	-4	-9
O=C(NC(=S)N1CCCCC1c1cccnc1)c1ccc(Br)cc1 (stereo not given)	6	-9	10	271	6	0.8	-2	-0.8	9	-4	8
CCSc1nnc(NC(=O)c2cc(OC)c(OC)c(OC)c2)s1	-1	2	-6	54	5	-1.9	-4	-0.9	-10	-22	-3
CC(=O)Nc1ccc(Sc2ccccc2C(=O)O)c(C(=O)O)c1	-1	-11	-9	423	-1	-0.3	2	-0.8	20	-5	1
O=C(CSc1nnc(-c2ccc(O)cc2)n1Cc1ccco1)c1ccccc1	-9	2	-11	-13	-3	0.6	4	-0.8	20	-14	-10
Cc1cc(C(=O)NCC(=O)OCC(=O)N2CCCCCC2)ccc1[N+](=O)[O-]	-5	-1	-10	-14	-2	0.0	1	1.6	.	3	-1
CC(Oc1ccccc1)C(=O)OCC(=O)Nc1ccc2c(c1)OCO2 (stereo not given)	.	-1	-7	9	-2	-1.3	-4	2.0	3	1	5
CN(C)S(=O)(=O)c1cc(NC(=O)CN2CCN(c3ccccc3O)CC2)ccc1Cl	0	8	-4	-4	-1	-0.4	-4	-0.2	0	-11	0
CN(Cc1ccc(C(F)(F)F)cc1)C(=O)c1ccc2ccccc2n1	-9	-9	-13	-7	2	-2.0	-4	0.5	6	-12	1
Cc1sc2nc(SCC(=O)NCc3ccco3)n(C)c(=O)c2c1C	-5	-2	-12	2	3	0.5	7	0.7	-7	-4	-9
O=C(Nc1ccccc1C(F)(F)F)N1CCN(C(c2ccccc2)c2ccccc2)CC1	-4	-4	-17	6	-5	-2.8	2	1.5	.	1	1
O=C(CCCC(=O)NCc1ccccc1)NCc1ccccc1	-4	-2	-11	-21	-3	-2.3	10	0.1	6	-6	-5
COc1ccc(NC(=O)c2c(SC)nsc2SC)cc1	.	-1	5	1	1	0.0	-4	-2.1	5	8	8
Nc1nc2c(c(=O)[nH]1)CN(Cc1ccccc1)CC2	.	0	11	6	-2	-0.9	-1	-2.5	.	7	-8
CCOc1ccc(Oc2ccc(S(=O)(=O)N3CCOCC3)cc2NC(=O)CCNC(C)=O)cc1	-1	-5	-3	-2	2	0.3	-3	-1.4	-5	-9	-5
O=C1Cc2ccccc2C(=O)N1Nc1ccccc1	.	-11	-8	.	2	-1.1	0	-0.6	-23	4	7
COc1ccc(C(=O)OC(C)CN2CCN(C)CC2)cc1OC (stereo not given)	-2	-16	0	-13	-2	0.6	1	1.2	2	4	8
Cc1ccc(/C=N/NC(=O)c2nnn(-c3nonc3N)c2CSc2ccccc2)o1	1	-6	-3	-5	-1	0.6	-5	-0.7	-15	-3	-3
O=C(NCCN1C(=O)S/C(=C\c2cccnc2)C1=O)c1ccc([N+](=O)[O-])s1	.	-24	-10	15	-1	1.6	-11	-1.5	5	2	18

Further entries.
molecule	NSD2 inh	RTF Ca sens inh	PvdQ acylase	SUMO Mot1 rescue	Keap1 Nrf2 FP	CDK5 inh	RTF Ca sens act	C-LANA FP	PfHsp90 yeast 2	dFosB activator	Rtt109 HAT inh
COc1ccc(NC(=O)N2CCCC2C(=O)Nc2ccc(C)cc2)cc1 (stereo not given)	-2	1	0	10	-5	-1.9	-5	-0.6	-19	-2	-9
CCN(CC)C(=O)Cn1cc(C(=O)C(=O)NCCc2ccccc2)c2ccccc21	-2	-5	7	-19	3	-0.4	-1	0.0	9	-6	11
COc1cc([N+](=O)[O-])ccc1NC(=O)NNC(=O)C(C)Oc1ccc(F)cc1F (stereo not given)	0	-10	-2	-6	4	-0.4	-1	1.1	-3	-5	7
CCOc1cc(C)c(Cl)cc1S(=O)(=O)n1ccnc1	1	.	12	-2	-4	0.7	.	-1.0	-5	-2	20
c1ccc(-c2nnc(CSc3ccc4c(c3)OCCO4)o2)cc1	-2	9	-2	-10	0	0.8	-1	0.0	-20	-6	-6
Cc1cc(C)n2c(SCC(=O)Nc3ccccc3C#N)nnc2n1	0	-2	-17	4	-4	1.3	0	1.4	-8	-1	-16
Cc1c(/C=N/Nc2ccc([N+](=O)[O-])cn2)c2ccccc2n1Cc1ccccc1	3	-13	0	486	3	0.1	3	-0.9	-27	-6	-10
COc1ccc(C(=O)NC2CCCCCC2)cc1OC1CCN(C(C)=O)CC1	-3	-7	-8	-21	-2	0.4	0	0.0	8	-9	?
COc1cc(NC(=O)c2ccccc2)ccc1NC(=O)Cc1ccccc1	-1	3	2	-1	3	-0.2	-5	-0.6	0	3	3
CC(C)C(NC(=O)OC(C)(C)C)C(=O)NC(CCC(=O)OCc1ccccc1)C(N)=O (stereo not given)	34	-24	-11	-16	-5	1.4	9	1.0	-1	-6	-10
Cc1ccc(-c2nn(C)c(=O)c3ccccc23)cc1CNC(=O)CSc1nc2ccccc2o1	-2	-13	-10	7	-1	-0.1	9	0.1	-2	-13	0
O=C(CN(Cc1ccccc1)S(=O)(=O)c1ccccc1)N/N=C/c1ccc2c(c1)OCO2	0	5	-6	-9	2	-2.4	-1	0.3	13	-9	-25
O=C(NC1CCCCC1)Oc1cccc2ccccc12	0	-3	-2	148	3	-0.4	-5	1.7	-9	1	1
CCc1ncc(C(O)c2cccc(OC)c2OC)n1C (stereo not given)	2	2	5	-22	2	-2.3	-3	0.5	8	0	-27
